C diff HTS: blocks growth of Clostridium difficile. Clostridium difficile clinical isolate growth, OD600, 24 h; active compounds read low. growth activity, negative = inhibition, % at 16 µg/mL (by protocol). 0.25% of 86,000 active. AID 1259249;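 active = mean growth activity at or below -80% and every replicate also at or below -80%; inconclusive = mean at or below -80% but some replicate above -80%; inactive = mean growth activity above -80%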;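 also: 0% = DMSO wells and -100% = levofloxacin 16 µg/mL wells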
Tcruzi prolif: blocks T. cruzi growth in NIH3T3 culture; AID 624255; inhibition, % at 8.34 µM; T. cruzi beta-gal in NIH3T3, GalScreen luminescence, 90 h; 5.9% of 77,000 active;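 active = mean inhibition above about 93%, with at least 55% of replicates each passing it, limit read from the data, passing the limit was not always enough; inconclusive = only one of those two conditions holds; inactive = neither condition holds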
Pf Dd2 inh: blocks growth of Plasmodium falciparum Dd2 parasites; activity change, % at 10 µM; P. falciparum Dd2 growth, SYBR Green, 72 h; active compounds read low; 2.3% of 94,000 active; in the data active = activity change below about -80%; inconclusive = no clear call, values can overlap the other calls
GASC1 inh: inhibitors of human demethylase GASC-1 KDM4C. inhibition, % at 12.5 µM. 0.15% of 96,000 active. Q9H3R0. GST-KDM4C 2-372, H3K9me3 peptide, LANCE TR-FRET. AID 720574;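 active = mean replicate inhibition above about 25%, with at least 55% of replicates also reaching it, limit read from the data, passing the limit was not always enough; inconclusive = only one of those two conditions met; inactive = neither condition met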
Target sequence (Q9H3R0 2-372 limits assumed): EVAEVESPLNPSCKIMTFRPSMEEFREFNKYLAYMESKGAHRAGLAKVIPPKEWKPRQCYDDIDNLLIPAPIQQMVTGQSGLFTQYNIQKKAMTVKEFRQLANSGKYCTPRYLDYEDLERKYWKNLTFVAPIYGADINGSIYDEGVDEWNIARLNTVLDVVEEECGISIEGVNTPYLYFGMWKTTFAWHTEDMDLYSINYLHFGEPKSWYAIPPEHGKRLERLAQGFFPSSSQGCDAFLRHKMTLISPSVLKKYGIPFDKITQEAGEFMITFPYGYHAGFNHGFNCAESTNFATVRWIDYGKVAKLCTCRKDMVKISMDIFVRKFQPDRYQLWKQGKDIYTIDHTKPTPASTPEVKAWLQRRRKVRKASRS
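reagent = H3K9me3 peptide substrate, Fe(II), 2-oxoglutarate | system = GST-tagged GASC-1 (JMJD2C) catalytic fragment, aa 2-372 | amount = enzyme final amount 10 nM | read-out = Fall in 671/618 emission ratio as inhibition | medium = HEPES buffer, pH 7.5, plus ascorbate | schedule = 30 min reaction, 60 min detection, RT | measured by = LANCE TR-FRET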
Starred values were filed as active, the others as inactive; ? = inconclusive; / = no result given; & = joins results of further samples.

SMILES	C diff HTS	Tcruzi prolif	Pf Dd2 inh	GASC1 inh
C[C@H](CO)N1C[C@H](C)[C@H](CN(C)C(=O)c2ccccc2)Oc2cc(C#CC3(O)CCCC3)ccc2S1(=O)=O	0	-6	-47	-0.3
C[C@@H]1CCCCO[C@H](CN(C)C(=O)Nc2ccc(C(F)(F)F)cc2)[C@H](C)CN([C@@H](C)CO)C(=O)c2cc(NC(=O)Nc3ccc4c(c3)OCO4)ccc2O1	0	117*	-67	-2.8
C[C@@H]1CN([C@H](C)CO)C(=O)Cc2cc(NC(=O)Cc3ccccc3)ccc2O[C@@H]1CN(C)Cc1ccccc1	-7	53	-27	0.2
COc1ccc(S(=O)(=O)Nc2ccc3c(c2)C(=O)N([C@@H](C)CO)C[C@@H](C)[C@H](CN(C)CC2CC2)O3)cc1	3	10	2	-0.7
C[C@@H]1CN([C@@H](C)CO)C(=O)c2cc(NC(=O)Nc3ccc(F)cc3)ccc2O[C@@H]1CN(C)Cc1ccc(C(=O)O)cc1	8&-3	/	-12	-0.2
O=C(N[C@@H]1C=C[C@H](CC(=O)N2CCCCC2)O[C@@H]1CO)c1cccc(F)c1	4	9	-4	3.1
O=C(Cc1ccccc1)N1CC(=O)N2[C@@H](CO)[C@@H](c3ccc(Br)cc3)[C@@H]2C1	-6	/	24	0.0
CCc1cnc(N2[C@H](C#N)[C@@H](c3ccc(C#Cc4ccccc4F)cc3)[C@H]2CO)s1	1	111*	-26	-1.4
COc1ccc(S(=O)(=O)N(C)C[C@@H]2OCCCC[C@@H](C)Oc3ccc(NC(=O)c4ccncc4)cc3C(=O)N([C@H](C)CO)C[C@@H]2C)cc1	1	38	-32	-0.1
O=C(C[C@H]1CC[C@H](NS(=O)(=O)c2ccccc2F)[C@@H](CO)O1)NCCCN1CCOCC1	/	20	21	1.7
CCC(=O)N1CC[C@@H]2[C@H]1c1cc(C#Cc3cccc(OC)c3)ccc1N[C@@H]2CO	3	53	-21	-0.2
COc1ccc2c3c([nH]c2c1)[C@@H](CO)N(C(=O)c1ccncc1)CC31CN(C(=O)C2CCC2)C1	-2	/	31	-0.4
COc1ccc(S(=O)(=O)Nc2ccc3c(c2)CC(=O)N([C@H](C)CO)C[C@H](C)[C@H](CN(C)Cc2ccc(-c4ccccc4)cc2)O3)cc1	0	6	-12	-3.3
Cc1ccccc1-c1ccc([C@@H]2[C@@H](CO)N3CCCCN(S(=O)(=O)c4ccc(F)cc4)C[C@H]23)cc1	16	78	-13	-0.9
CC(C)NC(=O)Nc1ccc2c(c1)C(=O)N([C@@H](C)CO)C[C@H](C)[C@H](CN(C)Cc1ccccc1)O2	-5	-15	42	2.6
Cc1ccc(S(=O)(=O)N(C)C[C@@H]2Oc3c(NC(=O)c4ccncc4)cccc3C(=O)N([C@@H](C)CO)C[C@H]2C)cc1	-12	-21	-11	-2.4
COc1cccc(C(=O)Nc2ccc3c(c2)C(=O)N(C)[C@@H]2CC[C@H](CC(=O)NCC(F)(F)F)O[C@@H]2CO3)c1	67	23	0	0.0
C[C@@H]1CN([C@H](C)CO)C(=O)c2cc(C#CC3(O)CCCC3)cnc2O[C@@H]1CN(C)C(=O)Cc1ccccc1	1	-56	44	1.1
CO[C@H]1CN(C)C(=O)c2cc(NS(=O)(=O)CC(F)(F)F)ccc2OC[C@@H](C)N(C)C[C@@H]1C	-1	-12	/	-1.9
COc1ccccc1NC(=O)N1CCCCN2[C@H](CO)[C@H](c3ccc(C#CC4CCCC4)cc3)[C@@H]2C1	-3	94	-66	-0.6
COc1ccc(S(=O)(=O)Nc2cccc3c2O[C@H](CN(C)C(=O)Nc2ccc(F)cc2)[C@@H](C)CN([C@H](C)CO)C3=O)cc1	/	12	-25	1.0
C[C@@H]1CCCCO[C@H](CN(C)Cc2ccc(C(=O)Nc3ccccc3N)cc2)[C@@H](C)CN([C@H](C)CO)C(=O)c2cc(NS(=O)(=O)c3cn(C)cn3)ccc2O1	11	-8	-11	1.2
C[C@H]1CN([C@@H](C)CO)C(=O)c2cc(/C=C/c3ccccc3)cnc2O[C@H]1CN(C)Cc1cccnc1	2	41	-12	-3.8
Cc1noc(C)c1S(=O)(=O)Nc1ccc2c(c1)C(=O)N([C@H](C)CO)C[C@H](C)[C@H](CN(C)C(=O)C1CCCCC1)OCCCC[C@H](C)O2	4	59	-38	-1.5
COc1ccc2c3c(n(C)c2c1)[C@@H](CO)N(Cc1ccccc1F)CC31CCN(C(=O)C2CCOCC2)CC1	15	/	-66	-1.0
SMILES	C diff HTS	Tcruzi prolif	Pf Dd2 inh	GASC1 inh
C[C@@H]1CN([C@H](C)CO)C(=O)c2ccccc2-c2ccccc2CO[C@H]1CN(C)C(=O)[C@@H]1CCCN1C	-4	-53	-22	1.4
O=C(C[C@@H]1CC[C@@H](NC(=O)C2CCC2)[C@H](CO)O1)NCc1ccccc1Cl	-2	-13	11	-0.8
CCCC(=O)Nc1ccc2c(c1)C(=O)N(C)[C@@H]1CC[C@@H](CC(=O)NCCCN(C)C)O[C@H]1CO2	0	2	4	-0.1
O=C(Nc1ccccc1)N[C@@H]1CC[C@@H](CCn2cc(C3(O)CCCC3)nn2)O[C@@H]1CO	-4	6	-57	-2.4
Cc1ccc(S(=O)(=O)N2CC[C@@H]3[C@H]2c2cc(-c4ccc(C#N)cc4)ccc2N[C@@H]3CO)cc1	3	19	13	-1.2
CCC(=O)N(C)C[C@@H]1Oc2ncc(-c3ccccc3F)cc2C(=O)N([C@@H](C)CO)C[C@@H]1C	-4	-55	40	-1.1
C[C@H]1CCCCO[C@@H](CN(C)Cc2ccccc2)[C@@H](C)CN([C@@H](C)CO)C(=O)c2cc(NS(C)(=O)=O)ccc2O1	-3	25	7	0.3
CN(C)CC(=O)Nc1ccc2c(c1)[C@@H]1C[C@H](CC(=O)NCc3ccccn3)O[C@H](CO)[C@@H]1O2	-2	/	28	0.5
COCCNC(=O)[C@@H]1[C@@H](CO)[C@@H]2Cn3c(cccc3=O)[C@@H]2N1Cc1ccccc1OC	1	/	41	7.7
CO[C@@H]1CN(C)C(=O)c2cc(NS(C)(=O)=O)ccc2OC[C@H](C)N(Cc2ccccc2)C[C@H]1C	/	30	-19	1.2
C[C@@H]1CCCCO[C@H](CN(C)S(=O)(=O)c2ccccc2)[C@H](C)CN([C@H](C)CO)C(=O)c2cc(NS(=O)(=O)c3cn(C)cn3)ccc2O1	-4	-73	-16	-1.1
C[C@@H]1CN([C@H](C)CO)S(=O)(=O)c2ccc(Br)cc2O[C@H]1CN(C)Cc1ccccc1	3	?	-58	-1.7
C[C@@H]1CN([C@H](C)CO)C(=O)c2cc(NC(=O)NC3CCCCC3)ccc2O[C@@H](C)CCCCO[C@H]1CN(C)Cc1ccncc1	-5	40	24	1.0
O=C(NC1CCC1)[C@H]1[C@H](CO)[C@H]2Cn3c(cccc3=O)[C@H]2N1CCc1ccccc1	-12	51	/	1.1
C[C@@H]1CN([C@H](C)CO)C(=O)c2cc(C#CC3CC3)cnc2O[C@@H]1CN(C)Cc1ccncc1	8	39	38	1.6
COc1ccc(S(=O)(=O)N(C)C[C@@H]2OCc3ccccc3-c3ccccc3C(=O)N([C@@H](C)CO)C[C@@H]2C)cc1	/	29	-71	0.2
C[C@@H]1CN([C@@H](C)CO)C(=O)Cc2cc(NC(=O)Cc3ccccc3)ccc2O[C@H]1CN(C)CC1CCCCC1	-1	83	-49	-0.9
COC(=O)C[C@H]1C[C@@H]2c3cc(N(C)C)ccc3O[C@@H]2[C@@H](CO)O1	2	-14	-6	24
CNC[C@@H]1Oc2ccc(NC(=O)Nc3cccc4ccccc34)cc2C(=O)N([C@@H](C)CO)C[C@H]1C	2	/	12	0.2
C[C@@H]1CN([C@H](C)CO)C(=O)c2cccc(NC(=O)Nc3ccc4c(c3)OCO4)c2O[C@H]1CN(C)S(=O)(=O)c1ccc(Cl)cc1	/	90	-21	-2.4
CC(C)NC(=O)N(C)C[C@@H]1OCCCC[C@H](C)Oc2ccc(NC(=O)Nc3cccc4ccccc34)cc2C(=O)N([C@H](C)CO)C[C@@H]1C	-9	/	37	-0.2
C[C@@H]1CN([C@@H](C)CO)C(=O)c2cc(NC(=O)c3ccncc3)ccc2O[C@@H](C)CCCCO[C@@H]1CN(C)S(=O)(=O)c1ccc(Cl)cc1	0	38	-69	0.1
CCC(=O)N1C[C@H](C)[C@@H](OC)CN(C)C(=O)c2ccc(NC(=O)c3ccccc3)cc2OC[C@H]1C	/	46	-17	-0.1
C[C@@H]1CN([C@@H](C)CO)S(=O)(=O)c2ccc(-c3cccc(C(=O)N(C)C)c3)cc2O[C@H]1CN(C)C(=O)Cc1ccccn1	-8	/	-2	-0.7
CN1C[C@H]2[C@@H](c3ccccc31)[C@@H](CO)N2C(=O)C1CCOCC1	-4	0	12	2.6

Some of these compounds in order of the Pf Dd2 inh value, ascending:
structure	Pf Dd2 inh
C[C@@H]1CN([C@@H](C)CO)C(=O)c2cc(NC(=O)c3ccncc3)ccc2O[C@@H](C)CCCCO[C@@H]1CN(C)S(=O)(=O)c1ccc(Cl)cc1	-69
C[C@@H]1CN([C@H](C)CO)S(=O)(=O)c2ccc(Br)cc2O[C@H]1CN(C)Cc1ccccc1	-58
O=C(Nc1ccccc1)N[C@@H]1CC[C@@H](CCn2cc(C3(O)CCCC3)nn2)O[C@@H]1CO	-57
C[C@@H]1CN([C@@H](C)CO)C(=O)Cc2cc(NC(=O)Cc3ccccc3)ccc2O[C@H]1CN(C)CC1CCCCC1	-49
C[C@@H]1CN([C@@H](C)CO)S(=O)(=O)c2ccc(-c3cccc(C(=O)N(C)C)c3)cc2O[C@H]1CN(C)C(=O)Cc1ccccn1	-2
CC(C)NC(=O)N(C)C[C@@H]1OCCCC[C@H](C)Oc2ccc(NC(=O)Nc3cccc4ccccc34)cc2C(=O)N([C@H](C)CO)C[C@@H]1C	37

Part of the list above, field by field.
C[C@H]1CCCCO[C@@H](CN(C)Cc2ccccc2)[C@@H](C)CN([C@@H](C)CO)C(=O)c2cc(NS(C)(=O)=O)ccc2O1
  C diff HTS: -3 | Tcruzi prolif: 25 | Pf Dd2 inh: 7 | GASC1 inh: 0.3
CN(C)CC(=O)Nc1ccc2c(c1)[C@@H]1C[C@H](CC(=O)NCc3ccccn3)O[C@H](CO)[C@@H]1O2
  C diff HTS: -2 | Tcruzi prolif: / | Pf Dd2 inh: 28 | GASC1 inh: 0.5

Further records
SMILES	C diff HTS	Tcruzi prolif	Pf Dd2 inh	GASC1 inh
Cc1ccc(S(=O)(=O)N(C)C[C@H]2Oc3ccc(NC(=O)NC4CCCCC4)cc3CC(=O)N([C@@H](C)CO)C[C@@H]2C)cc1	-9	-3	-39	5.2
CS(=O)(=O)Nc1ccc2c(c1)[C@@H]1C[C@H](CC(=O)N3CCCCC3)O[C@@H](CO)[C@@H]1O2	1	-70	14	-1.5
COc1cccc(CN2[C@@H]3CNC[C@H]2C3c2ccc(-c3ccc(C#N)cc3)cc2)c1 (stereo partly drawn)	50	/	-17	0.7
COCC(=O)Nc1ccc2c(c1)C(=O)N(C)C[C@H](OC)[C@H](C)CN(Cc1ccccn1)[C@H](C)CO2	/	23	19	0.3
COc1ccc(CN(C)C[C@@H]2Oc3ccc(NS(=O)(=O)c4ccc(OC)cc4)cc3C(=O)N([C@@H](C)CO)C[C@@H]2C)cc1	-2	69	-10	0.7
O=C(C[C@H]1CC[C@H]2[C@@H](COC[C@@H](O)CN2C(=O)c2ccccc2F)O1)NCc1ccc(F)cc1	/	25	2	0.6
CNC(=O)C[C@H]1CC[C@H]2[C@H](COc3ccc(NC(=O)Nc4cccc(F)c4)cc3C(=O)N2C)O1	2	30	6	1.6
C[C@@H]1CN([C@@H](C)CO)C(=O)c2cc(NC(=O)CCN3CCOCC3)ccc2O[C@H]1CN(C)CC1CCCCC1	2	8	12	0.3
COCC#Cc1cnc2c(c1)C(=O)N([C@H](C)CO)C[C@H](C)[C@H](CN(C)C(=O)C1CCC1)O2	-1	29	9	-1.8
COc1ccc(CN(C)C[C@H]2OCCCC[C@H](C)Oc3ccc(NC(=O)Nc4ccc(C(F)(F)F)cc4)cc3C(=O)N([C@@H](C)CO)C[C@H]2C)cc1	8	59	-75	/
COc1ccc(NC(=O)N(C)C[C@H]2OCCCC[C@@H](C)Oc3ccc(NC(=O)c4ccncc4)cc3C(=O)N([C@H](C)CO)C[C@H]2C)cc1	2	32	-19	0.8
C[C@@H]1CCCCO[C@@H](CN(C)C(=O)NC2CCCCC2)[C@H](C)CN([C@@H](C)CO)C(=O)c2cc(NS(=O)(=O)c3cn(C)cn3)ccc2O1	4	68	6	6.5
CN(C)CCCNC(=O)C[C@@H]1CC[C@H]2[C@@H](COC[C@H](O)CN2S(=O)(=O)c2ccccc2)O1	/	81	1	0.6
COc1ccc(S(=O)(=O)Nc2ccc3c(c2)C(=O)N([C@H](C)CO)C[C@@H](C)[C@@H](CN(C)CC2CCCCC2)OCCCC[C@H](C)O3)cc1	0	106	-73	-0.4
O=C(C[C@H]1CC[C@@H](NC(=O)CCN2CCCCC2)[C@H](CO)O1)NCc1ccc(Cl)c(Cl)c1	/	7	12	-1.0
CCCC#Cc1ccc([C@H]2[C@@H](CO)N3CCCCN(CC4CC4)C[C@@H]23)cc1	4	85	2	/
